HUVEC prolif 384: inhibitors of HUVEC proliferation, primary screen, cell-based, 384-well | CellTiter-Glo luminescence, 72 h; active compounds read low | viability, % at 10 µM (by protocol) | hit rate 1.1% among 86,000;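 active = viability at or below 30%; inactive = viability above 30%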;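 also: 100% = median luminescence of DMSO-only cell control wells on each plate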
H69AR inhibit: proliferation blockers of H69AR lung cancer cells, primary screen, cell-based, human, 86K library; H69AR lung tumor viability, ATP luminescence, 72 h; active compounds read low; viability, % at 10 µM; AID 598, 2007; hit rate 6% among 85,000;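 active = viability at or below 40%; inactive = viability above 40%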;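 also: multidrug resistant small cell line overexpressing MRP-1 efflux transporter; 100% = mean luminescence of untreated control wells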
ERa SRC1 pot: enhancers of ERα–SRC-1 coactivator binding, primary screen, biochemical, TR-FRET, ERα LBD, low estradiol; Estrogen receptor (Homo sapiens), P03372; hit rate 1.3% among 86,000; TR-FRET ERalpha-LBD/SRC-Cy5 coactivator binding, 2 h; 100 = basal binding, no effect; AID 639, 2007; coactivator binding (% of control), % at 25.6 µM; in the data active = activity above about 200%;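 also: binding measured in presence of low estradiol as agonist stimulus; 0% = peptide alone without receptor and 100% = receptor with peptide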
Target sequence (P03372 whole entry, looked up, the tested form may be a part): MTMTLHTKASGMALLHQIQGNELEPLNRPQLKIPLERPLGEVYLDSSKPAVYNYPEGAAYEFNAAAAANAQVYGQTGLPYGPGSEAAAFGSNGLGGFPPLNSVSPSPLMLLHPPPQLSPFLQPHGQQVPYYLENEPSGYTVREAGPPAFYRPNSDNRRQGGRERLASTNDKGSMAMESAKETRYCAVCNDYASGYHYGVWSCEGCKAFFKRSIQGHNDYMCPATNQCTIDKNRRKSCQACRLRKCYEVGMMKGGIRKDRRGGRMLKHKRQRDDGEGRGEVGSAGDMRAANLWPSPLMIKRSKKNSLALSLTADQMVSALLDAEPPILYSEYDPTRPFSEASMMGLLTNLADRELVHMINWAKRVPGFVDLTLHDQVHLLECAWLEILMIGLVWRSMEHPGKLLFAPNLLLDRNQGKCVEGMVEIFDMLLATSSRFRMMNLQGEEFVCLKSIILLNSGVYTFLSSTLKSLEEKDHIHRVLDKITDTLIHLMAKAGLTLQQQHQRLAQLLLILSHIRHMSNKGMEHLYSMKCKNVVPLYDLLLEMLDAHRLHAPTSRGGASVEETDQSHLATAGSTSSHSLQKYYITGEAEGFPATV
CYP2C19 activ: human CYP2C19 activators, primary screen, biochemical, luminescence; 96,000 tested, under 10 active; activation factor at 5 µM; recombinant CYP2C19, luciferin-H EGE luminescence; active compounds read high; 0 = fully inhibited enzyme, 1 = untreated enzyme; AID 1025, 2008;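 active = activation factor of at least 2 at 5 µM in the primary screen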;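 also: 0 = wells with 2.5 mM tranylcypromine and 1 = vehicle-only wells; values of inactives mirror those of a sister screen read the other way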
Target sequence (P33261 whole entry, looked up): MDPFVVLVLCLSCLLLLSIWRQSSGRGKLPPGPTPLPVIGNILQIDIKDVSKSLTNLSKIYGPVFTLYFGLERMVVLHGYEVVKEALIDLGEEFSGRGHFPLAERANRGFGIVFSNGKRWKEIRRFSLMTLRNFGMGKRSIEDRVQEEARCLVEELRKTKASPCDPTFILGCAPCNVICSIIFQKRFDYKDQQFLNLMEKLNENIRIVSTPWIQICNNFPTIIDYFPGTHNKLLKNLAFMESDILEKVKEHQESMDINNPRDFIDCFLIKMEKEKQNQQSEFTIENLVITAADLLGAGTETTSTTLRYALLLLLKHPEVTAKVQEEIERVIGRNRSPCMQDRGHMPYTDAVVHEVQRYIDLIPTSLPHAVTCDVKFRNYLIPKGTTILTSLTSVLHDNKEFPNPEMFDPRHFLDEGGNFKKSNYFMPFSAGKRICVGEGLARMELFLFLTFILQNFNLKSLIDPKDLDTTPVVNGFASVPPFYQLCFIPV
ERa SRC1 inh: ERα–SRC-1 coactivator interaction inhibitors, primary screen, biochemical, TR-FRET, ERα LBD, estradiol-bound; inhibition, % at 25.6 µM; AID 629, 2007; Estrogen receptor (Homo sapiens), P03372; hit rate 1.7% among 86,000; TR-FRET ER-alpha LBD / SRC-1 peptide; in the data active = inhibition above about 50%;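 also: 0% = receptor plus peptide control and 100% = peptide only without receptor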
CYP2C19 inhib: blockers of cytochrome P450 2C19 activity – biochemical, luminescence, ADME assay, primary screen; CYP2C19 Supersomes, luciferin-H EGE luminescence, 30 min; inhibition, % at 5 µM; hit rate 21% among 96,000; AID 778, 2007;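 active = CYP2C19 inhibition above a set limit at 5 µM in the primary screen, cut at about 50% in these data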;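 also: plate controls were negative control wells for no effect and 2.5 mM tranylcypromine positive control for full effect; values of inactives mirror those of a sister screen read the other way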
Lung fibro prol: antiproliferative effect on LL 47 fibroblasts – human, LL 47 cells, CellTiter-Glo luminescence, primary screen; hit rate 1.1% among 85,000; viability, % at 10 µM; LL 47 human lung fibroblast viability, ATP luminescence; active compounds read low; AID 719, 2007;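 active = viability at or below 50% in the single dose screen; inactive = viability above 50%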;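 also: compound exposure lasted 72 h before the ATP readout; 100% = median luminescence of untreated cell-only wells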
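Benchmarks: Cell-only wells, no compound | Test system: LL 47 human lung fibroblasts, passage 12 or lower | Input: 1,150 cells/well | Measured by: CellTiter-Glo luminescence measuring cellular ATP | Medium: IMEM, 15% FBS supplement | Schedule: Overnight attachment after seeding, then 72 h compound exposure at 37 °C | Doses: Compound addition at 0.1% DMSO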
Mac1 fbg enh: enhancers of CD11b/CD18 adhesion to fibrinogen, primary screen, K562 cells, luminescence; activation, % at 10 µM; Integrin beta-2 (Homo sapiens) + Integrin alpha-M (Homo sapiens), P05107+P11215; ATPlite luminescence; hit rate 0.07% among 93,000;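 active = 10 µM primary screen giving 50% or more activity, confirmed by 40% or more on retest at that dose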; also: strong numbers were not always called active
CD11b adhes inh: inhibitors of CD11b/CD18 adhesion to fibrinogen, primary screen, K562 cells, luminescence. inhibition, % at 10 µM. ATPlite luminescence; Mn2+ added to activate the integrin. Integrin beta-2 (Homo sapiens) + Integrin alpha-M (Homo sapiens), P05107+P11215. hit rate 0.54% among 93,000;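 active = primary inhibition of 50% or more at 10 µM, then 40% or more on retest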; also: some results filed as inactive read as strong as hits
An asterisk follows results filed as active; · = not tested or not shown; [ ] = dose if it differs, or a comment.

Under each structure: HUVEC prolif 384, H69AR inhibit, ERa SRC1 pot, CYP2C19 activ, ERa SRC1 inh, CYP2C19 inhib, Lung fibro prol, Mac1 fbg enh, CD11b adhes inh
- O=C1c2ccccc2C(=O)N1CCCOc1ccccc1
→ 99, 99, 103, 0.2, 19, 85*, 105, 0, 1
- Cc1cc(C(=O)Cn2nnc(-c3ccc(Cl)cc3)n2)c(C)n1CC1CCCO1 (stereo not drawn)
→ 87, 87, 103, ·, -5, ·, 100, ·, ·
- O=C(Nc1nc2ccccc2[nH]1)C1CCCO1 (stereo not drawn)
→ 100, 102, 122, 0.9, 9, 8, 98, -2, 2
- CCn1c(SCC(=O)Nc2cc(C)c(Cl)cc2OC)nnc1-c1ccco1
→ 84, 89, 109[fluorescence artefact?], 0.3, -10, 71*, 93, 5, -5
- Clc1ccccc1-c1nc(-c2cccnc2)no1
→ 92, 76, 98, 0.6, -5[fluorescence artefact?], 36, 98, -6, 28
- COc1ccc(/C=N/Nc2ccc([N+](=O)[O-])cc2)cc1Cn1cc([N+](=O)[O-])cn1
→ 48, 14*, 29[fluorescence artefact?], 1, 42[fluorescence artefact?], -1, 92, 3, -8
- O=C1NC(=S)SC1=C1CCCCCC1
→ 91, 94, 117[fluorescence artefact?], 0.9, -2, 13, 93, -3, 59*
- O=C(NCc1ccccc1F)C1CCCN1C(=O)NCc1ccccc1 (stereo not drawn)
→ 95, 97, 131[fluorescence artefact?], 0.8, -4, 20, 101, -3, 8
- CC1=NNC(=O)C1C(c1ccccc1)C(C#N)C#N (stereo not drawn)
→ 92, 98, 115, 0.7, -1, 25, 106, -1, -6
- O=C(CSc1nc2ccccc2o1)Nc1ccccc1N1CCOCC1
→ 94, 102, 99, 0.1, -5, 92*, 94, -2, 2

Some of the entries so far, comma-delimited:
SMILES,HUVEC prolif 384,H69AR inhibit,ERa SRC1 pot,CYP2C19 activ,ERa SRC1 inh,CYP2C19 inhib,Lung fibro prol,Mac1 fbg enh,CD11b adhes inh
O=C1c2ccccc2C(=O)N1CCCOc1ccccc1,99,99,103,0.2,19,85*,105,0,1
O=C(Nc1nc2ccccc2[nH]1)C1CCCO1 (stereo not drawn),100,102,122,0.9,9,8,98,-2,2
COc1ccc(/C=N/Nc2ccc([N+](=O)[O-])cc2)cc1Cn1cc([N+](=O)[O-])cn1,48,14*,29[fluorescence artefact?],1,42[fluorescence artefact?],-1,92,3,-8
O=C(NCc1ccccc1F)C1CCCN1C(=O)NCc1ccccc1 (stereo not drawn),95,97,131[fluorescence artefact?],0.8,-4,20,101,-3,8
CCn1c(SCC(=O)Nc2cc(C)c(Cl)cc2OC)nnc1-c1ccco1,84,89,109[fluorescence artefact?],0.3,-10,71*,93,5,-5
O=C(CSc1nc2ccccc2o1)Nc1ccccc1N1CCOCC1,94,102,99,0.1,-5,92*,94,-2,2
Clc1ccccc1-c1nc(-c2cccnc2)no1,92,76,98,0.6,-5[fluorescence artefact?],36,98,-6,28

Next section.
Under each structure: HUVEC prolif 384, H69AR inhibit, ERa SRC1 pot, CYP2C19 activ, ERa SRC1 inh, CYP2C19 inhib, Lung fibro prol, Mac1 fbg enh, CD11b adhes inh
- Cn1c2c(c(=O)n(C)c1=O)CN(Cc1ccco1)CN2
→ 86, 98, 81[fluorescence artefact?], 1, -18, 0, 102, -3, -20
- Cc1ccc(OCc2ccc(C(=O)N3CCOCC3)cc2)cc1C
→ 83, 85, 59[fluorescence artefact?], 0.3, -25, 71*, 96, 4, -3
- COc1cccc(-c2cc(C(=O)N3CCN(Cc4ccccc4)CC3)no2)c1
→ 100, 80, 80, 0.7, 28, 27, 97, -1, 9
- CCCCCC(=O)Nc1ccc(Cc2ccncc2)cc1
→ 88, 94, 99, ·, 7, ·, 101, ·, ·
- COC(=O)c1ccc(CSc2n[nH]c(=S)s2)o1
→ ·, ·, ·, 0.8, ·, 20, ·, 2, -6
- CSc1ncccc1C(=O)OCC(=O)N(C)C1CCS(=O)(=O)C1 (stereo not drawn)
→ ·, ·, ·, 1.1, ·, -8, ·, -1, 7
- CCOCC(=O)Nc1c(C(=O)OCC)oc2ccccc12
→ 104, 100, 97[fluorescence artefact?], 1.1, 1, -6, 92, ·, ·
- CSc1ccccc1NC(=S)Nc1cc(C)cc(C)c1
→ ·, ·, ·, 1, ·, 0, ·, -4, 2
- Cc1ccc(C(C)n2cc(C(=O)NCc3ccncc3)nn2)cc1 (stereo not drawn)
→ 103, 95, 123, 0.6, -2, 43, 87, -3, 5
- CCCCCC/C(=N/O)c1ccccn1
→ 28*, 25*, 75, 0.8, 10, 20, 61, -8, 4

(list continues)
Under each structure: HUVEC prolif 384, H69AR inhibit, ERa SRC1 pot, CYP2C19 activ, ERa SRC1 inh, CYP2C19 inhib, Lung fibro prol, Mac1 fbg enh, CD11b adhes inh
- Cc1cc(C)c2nc(N3CCCC(C(=O)N4CCC(C(N)=O)CC4)C3)sc2c1 (stereo not drawn)
→ 79, 83, 111, 1, 2[fluorescence artefact?], 1, 94, -1, -2
- CC(Oc1ccccc1)C(=O)OCC(=O)NC(=O)NCc1ccco1 (stereo not drawn)
→ 94, 87, 91[fluorescence artefact?], 0.9, 4, 10, 98, -2, -6
- Cc1ccc(NC(=O)c2cnc3scc(C)n3c2=O)c(C)c1
→ 76, 99, 220*, ·, 50*[fluorescence artefact?], ·, 90, ·, ·
- COc1ccc(C(=O)C2CCN(S(=O)(=O)c3ccc4c(c3)OCCO4)CC2)cc1
→ 74, 84, 108, 0, 2[fluorescence artefact?], 98*, 91, 0, 51
- Nc1ccn(-c2ccccc2)c(=O)c1
→ 99, 89, 194, 1, -20, 1, 99, 0, -13
- CN(C(=O)c1ccc(C#N)cc1)c1nnc(-c2ccccn2)s1
→ 94, 101, 126[fluorescence artefact?], ·, 5, ·, 108, ·, ·
- CN(C)c1nc(N)nc(CSc2nnnn2-c2ccccc2)n1
→ 102, 83, 104, 0.5, 5[fluorescence artefact?], 52*, 101, 2, -2
- CCCCC(CC)CNC(=O)CCS(=O)(=O)c1cccc2nsnc12 (stereo not drawn)
→ 99, 93, 117, 0.8, 7, 20, 101, 0, -11
- CC1CCN(Cc2ccc(NC(=O)CC3Oc4ccccc4NC3=O)cc2)CC1 (stereo not drawn)
→ 95, 47, 130, 1.1, 0, -9, 97, -2, 3
- CCOC(=O)C1CN(S(=O)(=O)c2ccc(C)cc2)c2cc(S(=O)(=O)CC)ccc2O1 (stereo not drawn)
→ ·, ·, ·, 0.8, ·, 22, ·, 2, -9

The results go on.
Under each structure: HUVEC prolif 384, H69AR inhibit, ERa SRC1 pot, CYP2C19 activ, ERa SRC1 inh, CYP2C19 inhib, Lung fibro prol, Mac1 fbg enh, CD11b adhes inh
- Brc1ccc(-c2nnc3n2C2(CCCC2)Cc2ccccc2-3)o1
→ 88, 72, 167, ·, 1, ·, 93, ·, ·
- CN(C)S(=O)(=O)N1CCc2ccccc21
→ 98, 56, 106, 0.8, -4, 17, 99, -2, 2
- Cc1ccccc1-n1nc2c(c1NC(=O)COc1ccc(Cl)cc1)CS(=O)C2 (stereo not drawn)
→ 99, 92, 112, 0, -9, 100*, 92, -1, 7
- COc1cc(C(=S)N2CCOCC2)cc(OC)c1OC(=O)c1cc([N+](=O)[O-])c(C)c([N+](=O)[O-])c1
→ ·, ·, ·, 1, ·, 0, ·, -5, 0
- CN(CCNC(=O)c1ccc(N2CCCC2=O)cc1)CCc1ccccc1
→ 96, 97, 98, ·, 0, ·, 105, ·, ·
- O=C1CC(Sc2ncn[nH]2)C(=O)N1c1ccccc1 (stereo not drawn)
→ 90, 96, 80, 0.9, 2, 14, 95, -3, 13
- O=C(Nc1ccccc1)c1cccc(S(=O)(=O)N2CCCCC2)c1
→ 101, 75, 82[fluorescence artefact?], 0.4, 13, 58*, 107, ·, ·
- CSC(=NCc1cccnc1)NS(=O)(=O)c1cccs1
→ 102, 89, 109[fluorescence artefact?], 0.3, -1, 65*, 96, -1, -10
- CCC(C)(C)C(=O)Nc1ncc(S(=O)(=O)c2ccc([N+](=O)[O-])cc2)s1
→ 75, 53, 91[fluorescence artefact?], 0.7, -2, 27, 83, -5, 28
- COc1ccc(C)cc1NC(=O)CSc1nnc(-c2cc3cccc(OC)c3o2)n1N
→ 72, 58, 114[fluorescence artefact?], 0.9, 26[fluorescence artefact?], 8, 98, -1, -5

Further records follow.
Under each structure: HUVEC prolif 384, H69AR inhibit, ERa SRC1 pot, CYP2C19 activ, ERa SRC1 inh, CYP2C19 inhib, Lung fibro prol, Mac1 fbg enh, CD11b adhes inh
- O=C(Nc1ccc(CN2CCOCC2)cc1)c1cc2ccccc2o1
→ 104, 92, 110, 0.8, 0, 21, 110, -3, 14
- CC(Sc1nnc(Cc2cccs2)n1C1CCCCC1)C(=O)N1CCc2ccccc21 (stereo not drawn)
→ 97, 63, 103, 0.2, -5, 78*, 95, 0, 4
- COc1ccc(Nc2oc(COc3ccc(Cl)cc3)nc2C#N)cc1
→ 79, 71, 94[fluorescence artefact?], 1, 1[fluorescence artefact?], -2, 102, 0, 22
- CC1=C(C(=O)OC(C)C)C(c2ccc(Br)s2)NC(=O)N1C (stereo not drawn)
→ 93, 110, 99, 0, -3, 99*, 86, -3, -8
- Cc1ccc(CSc2nnc(-c3ccco3)n2N)cc1
→ 108, 95, 106, 0.9, -1, 8, 103, -5, -9
- CCOC(=O)c1ccc2c(c1)nc(COc1ccccc1C#N)n2CC
→ 78, 20*, 97[fluorescence artefact?], 0.9, 12[fluorescence artefact?], 8, 99, 21, 9
- COC(=O)c1ccc(OC)c(CSc2nnc(-c3ccc(C(C)(C)C)cc3)o2)c1
→ 104, 85, 122, 0.1, 8[fluorescence artefact?], 90*, 97, 34, -24
- C=C(C)COc1ccc(-c2[nH]ncc2Oc2cccc(OC)c2)c(O)c1
→ 5.2*, 1.3*, 100, 0.1, 5[fluorescence artefact?], 93*, 55, -1, 40
- COc1ccc(OC)c(S(=O)(=O)N2CCC(C(=O)Nc3cc(C)ccc3C)CC2)c1
→ 46, 94, 116[fluorescence artefact?], 0.6, 7[fluorescence artefact?], 39, 98, -1, -1

Profiles, looked up by structure.
COC(=O)c1ccc(OC)c(CSc2nnc(-c3ccc(C(C)(C)C)cc3)o2)c1 across the screens: HUVEC prolif 384: 104; H69AR inhibit: 85; ERa SRC1 pot: 122; CYP2C19 activ: 0.1; ERa SRC1 inh: 8[fluorescence artefact?]; CYP2C19 inhib: 90*; Lung fibro prol: 97; Mac1 fbg enh: 34; CD11b adhes inh: -24
CC1=C(C(=O)OC(C)C)C(c2ccc(Br)s2)NC(=O)N1C (stereo not drawn) across the screens: HUVEC prolif 384: 93; H69AR inhibit: 110; ERa SRC1 pot: 99; CYP2C19 activ: 0; ERa SRC1 inh: -3; CYP2C19 inhib: 99*; Lung fibro prol: 86; Mac1 fbg enh: -3; CD11b adhes inh: -8

Source: PubChem
